# OX1R antag – blocks the human orexin 1 receptor. OX1R-expressing cells, FRET antagonist read-out. inhibition, % at 6.6 µM. 330,000 compounds, 1.8% hits. O43613; in the data active = inhibition mostly above about 38%, no sharp cut-off; inactive = mostly below about 40%;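 note: 0% = agonist challenge alone and 100% = reference antagonist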
# Target sequence (O43613 whole entry, looked up): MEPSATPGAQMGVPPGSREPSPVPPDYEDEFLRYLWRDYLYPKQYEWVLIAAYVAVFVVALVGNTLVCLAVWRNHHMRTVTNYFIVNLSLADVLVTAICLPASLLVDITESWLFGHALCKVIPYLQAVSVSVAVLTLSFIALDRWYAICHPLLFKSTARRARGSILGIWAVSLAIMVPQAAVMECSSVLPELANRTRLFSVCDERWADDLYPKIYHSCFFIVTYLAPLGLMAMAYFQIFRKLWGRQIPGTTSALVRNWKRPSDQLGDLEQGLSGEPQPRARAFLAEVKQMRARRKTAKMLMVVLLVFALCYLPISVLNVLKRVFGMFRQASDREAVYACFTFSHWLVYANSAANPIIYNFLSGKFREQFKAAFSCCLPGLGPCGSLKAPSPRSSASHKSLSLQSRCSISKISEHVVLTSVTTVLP
# STK33 inh – inhibitors of human STK33 kinase. Q9BYT3. purified STK33, MBP phosphorylation, ADP-Glo luminescence. inhibition, % at 10 µM. 320,000 compounds, 0.073% hits. AID 2661;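 active = inhibition at or above 25%, using the most active replicate where run in duplicate; inactive = inhibition below 25%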
# Target sequence (Q9BYT3 whole entry, looked up): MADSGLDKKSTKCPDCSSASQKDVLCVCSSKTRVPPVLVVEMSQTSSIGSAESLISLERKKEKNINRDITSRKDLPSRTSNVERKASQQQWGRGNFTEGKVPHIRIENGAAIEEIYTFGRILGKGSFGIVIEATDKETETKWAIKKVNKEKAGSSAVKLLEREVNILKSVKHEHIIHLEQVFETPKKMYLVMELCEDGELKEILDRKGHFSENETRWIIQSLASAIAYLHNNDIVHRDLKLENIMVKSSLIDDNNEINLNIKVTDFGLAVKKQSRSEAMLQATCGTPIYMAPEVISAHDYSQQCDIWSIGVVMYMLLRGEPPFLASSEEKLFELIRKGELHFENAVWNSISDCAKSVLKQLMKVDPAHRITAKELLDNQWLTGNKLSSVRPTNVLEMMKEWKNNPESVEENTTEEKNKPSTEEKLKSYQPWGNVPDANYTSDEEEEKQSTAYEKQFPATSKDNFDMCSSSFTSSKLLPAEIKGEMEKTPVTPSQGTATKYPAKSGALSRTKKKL
# * hit, by the source's call; . = no result given.
# Each structure is followed by: STK33 inh, OX1R antag
> COc1cccc(-c2ncc3ccccc3c2COC(=O)c2ccc(C(F)(F)F)cc2)c1
  -1.8, 13.8
> CCOC(=O)N1CCN(C(=O)C(=O)NNC(=O)COc2ccc(Cl)cc2)CC1
  -0.6, 17.1
> O=C(COC(=O)C12CC3CC(CC(C3)C1)C2)Nc1ccc(OC(F)F)cc1
  1.0, 15.9
> CCC(=O)N1CCc2cc(S(=O)(=O)CCC(=O)NCc3ccc(C)cc3)ccc21
  -0.2, 11.1
> S=C(NC1CCCC1)N1CCOCC1
  -1.0, 9.4
> Cc1ccc(NC(=O)CCN2C(=O)NC3(CCCC3)C2=O)c(C)c1
  ., 6.6
> Oc1ccccc1/C=C/c1noc(-c2ccccc2O)n1
  -1.0, 20.7
> Cc1sc2nc(C3CC3)nc(NCCNS(C)(=O)=O)c2c1C
  2.1, 28.1
> Cc1ccc(S(=O)(=O)N2CCCCC2CCNC(=O)C(=O)NCc2ccco2)cc1 (stereo unspecified)
  ., 32.3
> CC(=O)c1ccc(N2CCN(C(=O)Nc3ccc(F)cc3)CC2)cc1
  -0.5, 19.1
> COc1ccccc1-c1cc(C(=O)N2CCCCC2)no1
  -1.0, 12.9
> Cc1ccnc2nc(C(=O)OCC(=O)Nc3ccc([N+](=O)[O-])cc3Br)nn12
  -0.1, 20.8
> COc1cccc(-c2onc3ccc(C4(C)OCCO4)cc23)c1
  0.3, -1.2
> COc1cccc(NC(=O)CN(C)C(=O)Cc2ccc(Cl)cc2Cl)c1
  -0.8, 17.8
> CCOc1cc(NC(=O)CCl)c(OCC)cc1NC(=O)CCl
  -0.4, 13.6
> CC1(C)CC(=O)C(C(c2ccccc2F)C2C(=O)CC(C)(C)CC2=O)C(=O)C1
  -2.7, 12.8
> CC1CCCC(NC(=O)COC(=O)[C@@H](NC(=O)c2ccccc2Cl)C(C)C)C1C (stereo partly specified)
  -0.4, 3.2
> N#C/C(=C\c1cn(Cc2ccc(F)cc2)c2ccccc12)C(=O)NCc1ccco1
  -1.3, 16.8
> COCCNC(=O)C(=O)NCC1OCCN1S(=O)(=O)c1cccs1 (stereo unspecified)
  0.4, 7.3
> COc1ccc(C(=O)N/C(=C\c2cn(C)c3ccccc23)C(=O)N2CCOCC2)cc1OC
  0.9, 1.6
> CCN1C(=O)CSC1=Nc1ccc(Cl)c(Cl)c1
  -1.0, 25.4
> CC(=O)CCc1ccc(OCCCCn2cncn2)cc1
  -0.3, 6.4
> COc1ccc(CNC(=O)C2(CC3CC(c4ccccc4)=NO3)CCN(C(=O)OC(C)(C)C)CC2)cc1 (stereo unspecified)
  -0.7, 0.3
> CCS(=O)(=O)NCCNc1ccc([N+](=O)[O-])cc1
  -0.9, 17.6
> CN(C)S(=O)(=O)c1ccc(C(=O)OCC2COC(C)(C)O2)cc1 (stereo unspecified)
  -0.2, 9.3
> Cc1ccccc1NC1=C(Cl)C(=O)OC1NC(=O)c1ccccc1 (stereo unspecified)
  -1.6, 2.1
> COC(=O)C(/C=N/OCc1ccc([N+](=O)[O-])cc1)NC(=O)c1ccccc1 (stereo unspecified)
  -0.7, 40.9
> NNC(=O)Cn1c(-c2ccccc2)cc2ccccc21
  -0.5, -4.8
> O=C(NCCO)c1cc2c([nH]c3ccccc32)c(-c2ccccc2)n1
  20.6, 9.8
> COc1ccc(N(CC(=O)NCc2ccc3c(c2)OCO3)S(=O)(=O)c2c(C)nn(C)c2C)cc1
  -0.9, 9.7

# 2 compounds drawn at random from the list so far:
# Each structure is followed by: STK33 inh, OX1R antag
> O=C(COC(=O)C12CC3CC(CC(C3)C1)C2)Nc1ccc(OC(F)F)cc1
  1.0, 15.9
> Cc1ccnc2nc(C(=O)OCC(=O)Nc3ccc([N+](=O)[O-])cc3Br)nn12
  -0.1, 20.8

# Part of the list above, set out differently.
Oc1ccccc1/C=C/c1noc(-c2ccccc2O)n1
  STK33 inh = -1.0 | OX1R antag = 20.7

Cc1sc2nc(C3CC3)nc(NCCNS(C)(=O)=O)c2c1C
  STK33 inh = 2.1 | OX1R antag = 28.1

# The listing picks up, repeating the three entries before the break.
# Each structure is followed by: STK33 inh, OX1R antag
> NNC(=O)Cn1c(-c2ccccc2)cc2ccccc21
  -0.5, -4.8
> O=C(NCCO)c1cc2c([nH]c3ccccc32)c(-c2ccccc2)n1
  20.6, 9.8
> COc1ccc(N(CC(=O)NCc2ccc3c(c2)OCO3)S(=O)(=O)c2c(C)nn(C)c2C)cc1
  -0.9, 9.7
> Cc1cc(NC(=O)CN2CCN(c3ncccn3)CC2)no1
  2.5, 10.2
> CN1C(=O)/C(=C\c2ccc(OC(=O)c3ccco3)cc2)SC1=S
  -0.7, 7.3
> CC(C)Cc1nnc(NC(=O)CCc2ccccc2)s1
  -1.0, -12.6
> CC(C)c1nc(-c2ccc([N+](=O)[O-])cc2)cs1
  -1.9, 16.2
> CCOC(=O)CSc1nnc(NC(=O)c2cccc([N+](=O)[O-])c2)s1
  -0.2, 29.6
> CC(=O)c1cccc(NC(=S)NCc2ccco2)c1
  -0.2, 22.1
> Cc1ccccc1S(=O)(=O)c1c(C)cc(C)n(C(C)C)c1=O
  -0.4, 9.3
> Cc1ccc(SC(C)C(=O)Nc2ccccc2C(=O)N2CCOCC2)cc1 (stereo unspecified)
  -1.3, 19.5
> COc1cccc(CN2CCNC(=O)C2CC(=O)N(C)C2CCCCC2)c1 (stereo unspecified)
  -4.1, 11.9
> COCCn1nnnc1C(c1cc2cc(C)cc(C)c2[nH]c1=O)N1CCN(c2ccccc2F)CC1 (stereo unspecified)
  -0.6, 2.3
> COc1ccc(NC(=O)CN(C)C(=O)CCc2nc3cc(S(=O)(=O)N4CCOCC4)ccc3n2C)cc1
  0.0, 5.2
> Cn1nnnc1SCc1nc2scc(-c3ccccc3)c2c(=O)[nH]1
  -0.6, 13.2
> COc1ccccc1OCCC(=O)OCC(=O)Nc1ccc2c(c1)OCO2
  1.0, 9.2
> Cc1ccc(S(=O)(=O)N(C)/C(=N/S(=O)(=O)c2ccccc2)c2ccccc2)cc1
  -0.9, 7.6
> COC(=O)COc1ccc2cc(-c3ccccc3)c(=O)oc2c1
  -0.5, 18.0
> Fc1ccc2cnc(CCO[C@H]3CCCCO3)cc2c1
  0.2, 21.3
> CN(Cc1ccco1)C(=O)C1CCC(=O)N1Cc1ccc(F)cc1 (stereo unspecified)
  1.2, 7.4
> CS(=O)(=O)N(CC(=O)N1CCOCC1)c1cc(C(F)(F)F)ccc1Cl
  0.1, 3.6
> CC1=NN(c2ccccc2)C(=O)/C1=C/N(C)C
  4.4, 4.5
> CCOc1ccc(NC(=O)N2CCN(C(=O)c3ccco3)CC2)cc1
  0.7, 29.5
> COc1ccc(NC(=O)N2CCN(C(=O)C3CCCO3)CC2)cc1 (stereo unspecified)
  -1.8, 16.4
> CC(SC1=NCCS1)C(=O)Nc1nnc(-c2ccc(Cl)cc2)s1 (stereo unspecified)
  0.3, 11.9
> O=C(Nc1ccnn1C1CCN(Cc2cccc(O)c2)CC1)C1CCCC1
  0.7, 2.8
> O=C(CN1C(=O)C2C3CC(C(Br)C3Br)C2C1=O)N1CCOCC1 (stereo unspecified)
  0.3, 12.8
> CCOc1ccc(CNc2nnnn2C)cc1OC
  2.0, 9.8
> O=C1c2ccccc2C(Nc2ccc(F)cc2F)N1CCN1CCOCC1 (stereo unspecified)
  0.4, 8.2
> O=C(CCS(=O)(=O)c1ccc(Cl)cc1)Nc1ccc(F)cc1
  2.2, -4.2
> CC(C(=O)Nc1cccnc1)C1Sc2ccccc2NC1=O (stereo unspecified)
  -1.0, 11.2
> COc1ccc(S(=O)(=O)N2CCCCC2)cc1NC(=O)c1ccc(N2CCCC2=O)cc1
  -1.1, 0.8
> CCCc1cc(=O)n2[nH]c(C(F)(F)F)nc2n1
  1.1, 10.4

# A different layout for some results above:
> CC(C)c1nc(-c2ccc([N+](=O)[O-])cc2)cs1
  STK33 inh = -1.9; OX1R antag = 16.2
> CS(=O)(=O)N(CC(=O)N1CCOCC1)c1cc(C(F)(F)F)ccc1Cl
  STK33 inh = 0.1; OX1R antag = 3.6

# The listing continues:
# Each structure is followed by: STK33 inh, OX1R antag
> NS(=O)(=O)c1cc(Cl)c(NC(=O)COC(=O)c2ccccn2)c(Cl)c1
  -0.2, -2.7
> Cc1cccc(-c2nnc(SCCOc3ccc4c(C)cc(=O)oc4c3)o2)c1
  -0.7, 16.3
> NS(=O)(=O)c1ccc(CCNC(=S)Nc2ccccc2)cc1
  -1.2, 2.8
> COc1ccccc1NC(=O)C(C)OC(=O)COc1cccc2c1OC(C)(C)C2 (stereo unspecified)
  -0.9, 17.0
> CN(C)c1ccc(S(=O)(=O)NCC(=O)OCC(=O)Nc2cc(Cl)cc(Cl)c2)cc1[N+](=O)[O-]
  -1.3, 21.0
> CCc1ccc(NC(=O)CSCc2nc(N)nc(Nc3ccccc3CC)n2)cc1
  0.3, 21.6
> O=C(Nc1ccc2c(c1)CN(Cc1ccco1)CC2)C1CCCO1 (stereo unspecified)
  -0.1, 13.7
> NC(=O)N/N=C/c1c(F)c(F)c(F)c(F)c1F
  -1.2, 22.0
> Cc1nnc(SCC(=O)Nc2cc(S(=O)(=O)N3CCCC3)ccc2Cl)n1C1CC1
  1.2, 8.8
> Cc1nc2ccc(Cl)cc2nc(C)/c1=N\O
  -1.0, 55.6
> COc1ccc(S(=O)(=O)NCC(c2ccco2)N2CCc3ccccc3C2)cc1 (stereo unspecified)
  -0.3, 8.9
> CCOC(=O)C1(CCc2ccccc2)CCN(C(=O)c2ccoc2)CC1
  1.1, 25.3
> CCC(=O)Nc1ccc(NC(=O)CSc2nnc(-c3ccco3)n2C)cc1
  0.3, 6.9
> CCCN1CN(CCc2ccccc2)CNC1=S
  -0.5, 2.8
> C=CCn1c(N)c(C(=O)NCc2ccco2)sc1=S
  -2.9, 15.2
> Nc1ccc(-c2nc3nc(N)nc(N)c3nc2-c2ccc(N)cc2)cc1
  1.0, 39.7*
> CC(C)Oc1ccc(C(=O)/C(=C\c2cccs2)c2nc3ccccc3o2)cc1
  -0.6, 11.0
> CC(Oc1ccc2c(=O)c(-c3ccc(Cl)cc3)c(C(F)(F)F)oc2c1)C(=O)O (stereo unspecified)
  0.4, 22.0
> COc1ccccc1N1CCN(C(=O)Nc2cccc(C)c2)CC1
  -0.8, 17.5
> O=C(CCN1CCc2ccccc2C(O)(c2ccccc2)C1)c1ccc2c(c1)OCCO2 (stereo unspecified)
  -1.3, 18.9
> O=C(CNS(=O)(=O)c1cccs1)N1CCN(c2ccccc2F)CC1
  -1.0, 3.8
> COc1ccc(NC(=O)c2cccc(-n3c(C)ccc3C)c2)c(OC)c1
  -1.3, 8.8
> Cc1cccc(/C=N\NC(=O)c2ccc(Cl)cc2)c1O
  -0.2, 24.9
> COc1ccc(C(=O)CSc2nc3ncccc3[nH]2)cc1OC
  -1.9, 9.2
> CC1=C(C(=O)N(C)C)C(c2ccc(Cl)c(Cl)c2)NC(=O)N1 (stereo unspecified)
  -1.9, 2.2
> CCc1ccccc1NC(=O)[C@@H]1CCC(=O)N1C1OC(=O)c2c1ccc(OC)c2OC (stereo partly specified)
  -0.1, 10.7
> Oc1ccc(C[C@@H]2CNC(=S)N2CCCCC2CCCCC2)cc1
  -0.1, 12.1
> O=C(OCC(=O)c1ccc[nH]1)c1ccc(Cl)c(Cl)c1
  -2.6, 7.0
> CCN(CC)CCNC(=O)Cc1nn(CC)c(=O)c2ccccc12
  -0.5, 8.4
> O=C(Cc1c(F)cccc1Cl)Nc1ccon1
  0.5, 5.4

# Each structure is followed by: STK33 inh, OX1R antag
> CN(C)S(=O)(=O)c1ccc(C(=O)NCC2CC2(Cl)Cl)cc1 (stereo unspecified)
  -0.6, 11.5
> CCc1nnc(NC(=O)CN2CCN(C(=O)c3ccccc3)CC2)s1
  -0.1, 10.1
> Cc1cc(C)c2nc(C(F)(F)F)c(C#N)c(N)c2c1
  -0.1, 6.3
> CCOC(=O)C(=CNCC(=O)O)C(=O)OCC
  -1.1, 0.1
> C[C@]12CCC[C@H](O1)c1c(cc3c(c1O)C(=O)c1c(O)cc(O)cc1C3=O)O2
  1.8, 8.6
> O=C(COC(=O)c1ccccc1SCC(=O)NC1CCS(=O)(=O)C1)NC1CCS(=O)(=O)C1 (stereo unspecified)
  -1.4, 0.2
> CCCCN(C)CCNC(=O)c1ccc(Cn2c(=S)[nH]c3ccc(Br)cc3c2=O)cc1
  -0.6, 17.0
> CCCCC(O)(CCCC)C(=O)NN(C(=O)OCC)c1ccccc1
  0.0, 16.0
> COc1ccc(CN(C)C(=O)Cn2cnc3c(SC)nc(N)nc32)cc1OC
  -0.6, 9.4
> CCOC(=O)N1CCN(S(=O)(=O)c2ccc(C(=O)N(CCCN(C)C)c3nc4ccc(CC)cc4s3)cc2)CC1
  -0.7, 16.9
> O=c1oc(-c2ccco2)nc2sc3c(c12)CCCC3
  0.7, 13.7
> COc1ccccc1C(=O)NC1CCN(C(=O)Nc2ccc(F)cc2)CC1
  -0.7, 8.6
> COC(=O)CNC(c1ccccc1)c1cc(Br)ccc1NC(=O)OCc1ccccc1 (stereo unspecified)
  -0.5, 16.0
> Cn1c(-c2ccccc2)cc2ccccc21
  -1.1, 4.8
> Cc1cc(NC(=O)CSc2ccccc2)no1
  -0.4, 22.7
> CCOC(=O)c1cccc(NC(=O)c2cccs2)c1
  3.2, 28.4
> Cc1cnc(CN(C)C(=O)CC2C(=O)NCCN2CCCc2ccccc2)[nH]1 (stereo unspecified)
  -0.2, 13.7
> Cc1ccccc1Nc1nc(N)nc(COC(=O)c2c(C)noc2C)n1
  -1.7, 6.8
> Cc1sc(NC(=O)c2ccc(=O)n(C)n2)nc1-c1ccccc1
  0.1, 6.7
> CCn1c(SC/C=C/c2ccccc2)nnc1-c1cccs1
  0.1, 23.4
> CC(C)NCC(O)COCCOc1ccc(Cl)cc1 (stereo unspecified)
  0.8, 7.8
> O=C(Nc1ccc2c(c1)OCO2)C1CCN(S(=O)(=O)c2cccc3cccnc23)CC1
  -0.3, 16.0
> CC(=O)c1cccc(NC(=O)N2CCCC2C(=O)NCc2ccccc2)c1 (stereo unspecified)
  -3.1, 2.9
> COc1cccc(C(=O)/C(C#N)=N/Nc2cccc(-c3ccnc(C)n3)c2)c1
  0.3, 77.3*
> O=C1C(Oc2ccccc2)C(c2cccs2)N1Cc1ccc2c(c1)OCO2 (stereo unspecified)
  3.2, 11.1

# Screening data: PubChem BioAssay, several laboratories
